Screening results (PubChem)
ALOX12 inh: Primary qHTS assay for inhibitors of human arachidonate 12S-lipoxygenase (ALOX12): Round 2; Polyunsaturated fatty acid lipoxygenase ALOX12 (Homo sapiens), P18054; Potency, µM (series often up to 108 µM), inactives show at the top dose activity change, negative = inhibition, usual class: inhibitors; actives 1.1% (n = 580,000); purified 12hLO, xylenol orange hydroperoxide absorbance; further: potency means the concentration at half of the fitted maximal effect; on the % scale 0 is the no-effect control and ±100 the full control effect
Target sequence (P18054 whole entry, looked up): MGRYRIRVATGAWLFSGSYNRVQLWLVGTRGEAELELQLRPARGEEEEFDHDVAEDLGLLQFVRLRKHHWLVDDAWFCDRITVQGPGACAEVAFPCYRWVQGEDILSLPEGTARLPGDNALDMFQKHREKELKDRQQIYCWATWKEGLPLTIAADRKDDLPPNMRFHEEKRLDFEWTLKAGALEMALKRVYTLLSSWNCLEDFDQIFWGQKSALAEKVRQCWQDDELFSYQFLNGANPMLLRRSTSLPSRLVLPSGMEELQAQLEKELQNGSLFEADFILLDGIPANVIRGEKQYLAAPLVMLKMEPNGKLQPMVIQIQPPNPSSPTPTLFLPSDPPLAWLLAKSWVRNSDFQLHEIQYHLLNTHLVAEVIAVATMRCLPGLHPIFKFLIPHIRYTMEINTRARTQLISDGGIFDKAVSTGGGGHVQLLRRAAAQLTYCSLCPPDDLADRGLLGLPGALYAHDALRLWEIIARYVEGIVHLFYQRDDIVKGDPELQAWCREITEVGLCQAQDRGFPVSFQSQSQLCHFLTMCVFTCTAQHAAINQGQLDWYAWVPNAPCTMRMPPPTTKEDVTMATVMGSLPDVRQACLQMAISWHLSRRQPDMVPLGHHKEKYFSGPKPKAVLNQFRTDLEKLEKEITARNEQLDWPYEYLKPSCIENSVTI
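Purified human 12hLO (150 nM final) in 25 mM Hepes, 0.01% Triton X-100, pH 7.0 was preincubated 15 min at room temperature with compound. Then 40 uM arachidonic acid was added, 30 min. Hydroperoxide was read by Fe-XO absorbance ratio 573/405 nm.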
RGS4 inh: Inhibitors of Regulator of G Protein Signaling (RGS) 4: qHTS. Transcreener GDP fluorescence polarization, RGS4-accelerated GTP hydrolysis. Potency, µM (titrated, usually from 114 µM), inactives show at the highest dose activity change, negative = inhibition, actives largely listed as inhibitors. actives 0.039% (n = 390,000); further: potency means the concentration at half of the fitted maximal effect; on the % scale 0 is the no-effect control and ±100 the full control effect; nearly all actives have a fitted effect of over 75% in size; some results filed as inactive show a strong effect at the top dose
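MLSMR compounds (23 nl, pin-transferred) preincubated 10 min at room temperature with a 500nM (2x) first reagent, then RGS4 at 900nM (2x) plus Transcreener GDP mix added; fluorescence polarization (620/688 nm) read before and after 90 min at 30 °C.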
Pol eta inh: qHTS for Inhibitors of Polymerase Eta | DNA polymerase eta (Homo sapiens), Q9Y253 | recombinant Pol eta, fluorescent DNA replication assay | Potency, µM (top dose mostly 114 µM), without a hit: at the top dose activity change, negative = inhibition, usual class: inhibitors | actives 1.2% (n = 390,000); further: potency means the concentration at half of the fitted maximal effect; on the % scale 0 is the no-effect control and ±100 the full control effect
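Pol eta (10 nM) was preincubated with compounds for 15 min at room temperature, after which fluorescent replication substrate (50 nM final) was added to start the reaction. Fluorescence was read kinetically at 0 and 10 min.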
LDHA block: qHTS assay for inhibitors of human lactate dehydrogenase; AID 1347041, 2019; actives 0.15% (n = 480,000); purified LDHA, NADH/diaphorase-resazurin fluorescence; stronger effect = lower value; L-lactate dehydrogenase A chain (Homo sapiens), P00338; activity change, % (values are at about 110 or 230 µM); in the data active means activity change below about -30%; inconclusive means mostly about -25% to -30%;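 further: plate controls were DMSO wells for no effect and wells without enzyme for full effect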
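Human LDH5 at 2 nM final in Tris HCl pH 7.4 with 0.06 mM NADH and 0.2 mM pyruvate, reacted 5 minutes at room temperature. Remaining NADH coupled via diaphorase/resazurin; resorufin fluorescence read at 0 and 20 minutes, normalized to enzyme-free and DMSO wells.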
Anesthetic bind: qHTS Assay for Identification of Novel General Anesthetics. Ferritin light chain (Equus caballus), P02791. apoferritin/1-aminoanthracene competitive binding, fluorescence. Potency, µM (top dose mostly 77.5 µM), for inactives: top-dose activity change, negative = displacement, usual class: inhibitors. actives 0.074% (n = 350,000); further: potency means the concentration at half of the fitted maximal effect; on the % scale 0 is the no-effect control and ±100 the full control effect; nearly all actives have a fitted effect of over 20% in size
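Horse-spleen apoferritin (10 uM) was mixed with 50% saturated 1-aminoanthracene in PBS, exposed to compounds for 10 min at room temperature, and read for fluorescence (ex 380 nm, em 535 nm). Competitive displacement was fitted with a four-parameter Hill equation.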
APE1 inh: qHTS Assay for Inhibitors of the Human Apurinic/apyrimidinic Endonuclease 1 (APE1) | DNA repair nuclease/redox regulator APEX1 (Homo sapiens), P27695 | AID 2517, 2012 | Potency, µM (top dose mostly 65.8 µM), for inactives: at the top dose activity change, negative = inhibition, actives largely listed as inhibitors | actives 0.35% (n = 350,000) | recombinant APE1, TAMRA/BHQ-2 abasic DNA cleavage fluorescence;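 further: potency means the concentration at half of the fitted maximal effect; plate controls were vehicle for no effect and reference inhibitor for full effect; nearly all actives have a fitted effect of over 55% in size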
Target sequence (P27695 whole entry, looked up): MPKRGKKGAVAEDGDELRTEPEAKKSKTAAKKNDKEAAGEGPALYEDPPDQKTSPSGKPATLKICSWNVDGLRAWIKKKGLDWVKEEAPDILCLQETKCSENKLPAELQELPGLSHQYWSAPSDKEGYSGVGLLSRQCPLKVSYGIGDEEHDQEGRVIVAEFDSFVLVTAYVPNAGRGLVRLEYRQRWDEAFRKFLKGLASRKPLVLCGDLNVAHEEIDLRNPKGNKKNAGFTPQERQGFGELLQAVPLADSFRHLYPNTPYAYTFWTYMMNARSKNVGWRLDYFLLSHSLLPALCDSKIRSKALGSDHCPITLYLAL
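Enzyme (0.75 nM final) and test compound are incubated 15 min at room temperature before adding 50 nM quenched THF abasic-site duplex. Cleavage dequenches TAMRA, followed at 525/598 nm over three reads one minute apart.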
ERG-DNA inh: qHTS for Small Molecule Inhibitors of the ERG Ets/DNA interaction; Transcriptional regulator ERG (Homo sapiens), P11308; fluorescence polarization, His-ERG Ets domain / labelled DNA; Potency, µM (top dose mostly 76.9 µM), inactives show at the highest dose FP activity, negative = inhibition, most hits filed as inhibitors; actives 0.028% (n = 370,000); AID 624246, 2012; active means well fitted inhibition curve with a large enough effect in the polarisation, with a control signal flat; inconclusive means small, poorly fitted or top-dose-only effect, or effect the other way, or a change in a side signal; inactive means no such curve, though single readings can be large or run the other way; the % refers to the polarisation;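 further: polarization taken with two DNA probes labelled with fluorescein and Texas red; potency means the concentration at half of the fitted maximal effect; % of control where 0% means no effect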
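His-tagged ERG Ets domain (1 uM in the protein solution; 300mM KCl, 50mM Tris-HCl, 1mM EDTA, 1mM DTT, pH 7.5) received compound, then a probe mix of 5 nM fluorescein-DNA and 100nM Texas-615-DNA. Fluorescence polarization was read for both dyes.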
Pol kappa inh: qHTS for Inhibitors of Polymerase Kappa. DNA polymerase kappa (Homo sapiens), Q9UBT6. purified Pol kappa, fluorescent DNA synthesis assay, 10 min. Potency, µM (highest dose often 107 µM), for inactives: at the top dose activity, negative = inhibition, hits mostly inhibitors. actives 0.53% (n = 400,000). AID 588579, 2011; further: potency means the concentration at half of the fitted maximal effect; on the % scale 0 is the no-effect control and ±100 the full control effect
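Here, compound and 10 nM enzyme are combined for 15 min at room temperature; adding 50 nM substrate (final) starts DNA synthesis, tracked by fluorescence at 0 and 10 min against buffer-only wells.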
Pol beta inh: qHTS Assay for Inhibitors of DNA Polymerase Beta; P06746; Pol beta primer extension/strand displacement, fluorescence kinetic; Potency, µM (highest dose often 114 µM), for the others: at the highest dose activity change, negative = inhibition, usual class: inhibitors; actives 1.3% (n = 340,000); further: potency means the concentration at half of the fitted maximal effect; on the % scale 0 is the no-effect control and ±100 the full control effect
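Homogeneous kinetic assay of primer extension and strand displacement by 10 nM Pol beta, preincubated 15 min at room temperature with compound before 50 nM substrate (final) was added. Read at 0 and 10 min; four-parameter Hill fit.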
Active calls of the source: *; ? = inconclusive; · = not tested or not shown; & = joins results of further samples; [ ] = remark or other dose. Unless noted, the call rests on the fitted dose curve; in most records, active means well fitted curve in the direction sought with a large enough effect; inconclusive means small, poorly fitted or top-dose-only effect, or another doubt; inactive means no such curve, though single readings can be large; an effect the other way counts as inactive or inconclusive. Some of the compounds tested. The share of hits here may be higher or lower than overall.

Start of the data: the first 2 entries, to show the layout:
molecule	ALOX12 inh	APE1 inh	Anesthetic bind	ERG-DNA inh	Pol beta inh	Pol eta inh	Pol kappa inh	RGS4 inh	LDHA block
CCC(C)NC(=O)c1c(N)n(/N=C/c2cccnc2)c2nc3ccccc3nc12 (stereo not given)	-2%	?	-8%	-3%	21%	-16%	-24%	10%	-7
CCCNC(=O)C(Cc1cccc(C#N)c1)NC(=O)c1cccc([N+](=O)[O-])c1 (stereo not given)	9%	2%	·	4%	·	-14%	-15%	4%	-8

Main list, from the start:
molecule	ALOX12 inh	APE1 inh	Anesthetic bind	ERG-DNA inh	Pol beta inh	Pol eta inh	Pol kappa inh	RGS4 inh	LDHA block
CCC(C)NC(=O)c1c(N)n(/N=C/c2cccnc2)c2nc3ccccc3nc12 (stereo not given)	-2%	?	-8%	-3%	21%	-16%	-24%	10%	-7
CCCNC(=O)C(Cc1cccc(C#N)c1)NC(=O)c1cccc([N+](=O)[O-])c1 (stereo not given)	9%	2%	·	4%	·	-14%	-15%	4%	-8
N#C/C(=C\c1cccc(Cl)c1)C(=O)c1ccccc1	?	3%	-13%	12%	?	?	-1%	?	-6
Cc1ccc(Cn2ccc(NC(=O)c3cc(C)on3)n2)cc1	0%	0%	?	-10%	3%	-6%	-13%	-28%	-7
CN(C)c1cc[n+](CC(=O)Nc2cc(C(F)(F)F)ccc2Cl)cc1	0%[57.4 µM]	-3%	-12%	·	49%	3%	-10%	18%	-2
O=C(Nc1ccccc1)N1CCCC(CNS(=O)(=O)Cc2ccccc2)C1 (stereo not given)	107%	1%	-6%	-1%	-3%	-1%	-3%	-7%	-6
CCOC(=O)CC(NCc1ccc(OC)c(OCC)c1)c1ccc(C)cc1 (stereo not given)	-13%	-2%	-9%	5%	1%	-27%	-22%	?	-3
CCc1nnc(NC(=O)CCC(=O)NC2CCCCC2)s1	?	-9%	-12%	3%	-1%	-10%	0%	-11%	-8
CCN(CC)C(=O)CC(c1ccc2c(c1)OCO2)c1c(OC)cc(OC)c2ccc(=O)oc12 (stereo not given)	-18%	?	-5%&0%	8%	50µM*	35µM*	79µM*	-11%&-7%	0
CC(C)CN(C(=O)c1cc2ccccc2o1)c1c(N)n(CC(C)C)c(=O)[nH]c1=O	-2%	-3%	4%	5%	1%[57.1 µM]	?	-8%	15%	-3
COc1ccc(S(=O)(=O)NNC(=O)Nc2ccc(C)cc2)c(OC)c1	-7%	9%	-5%	9%	0%	1%	-10%	1%	-11
COc1ccc(NC(=O)Nc2nnc(Cc3ccc(F)cc3)s2)cc1	0%	46%[activator]	-2%	15%	-10%	-19%	-1%	5%	-11
CC(C)Nc1nnc(SCc2cc(=O)n3ccsc3n2)s1	9%	-6%	1%	0%	32µM*	-17%	-18%	22%	-5
Cc1ccc(Nc2nc(N)nc(N)c2S(=O)(=O)c2ccccc2)cc1	?	·	-8%	0%	4%	-24%	3%	11%	2
Cc1cc2oc(=O)cc(COC(=O)c3n[nH]c4ccccc34)c2cc1C	?	-2%	-15%	-7%	0%	2%	-19%	-16%	-2&-5
CCOC(=O)C1=C(COC(=O)CCOc2ccc(C)cc2)NC(=O)NC1C (stereo not given)	-14%	35%	·	12%	·	-19%	1%	-26%	0
O=C(CCc1c[nH]c2ccccc12)OCC(=O)N1CCN(S(=O)(=O)c2ccccc2)CC1	-16%	20%	·	-1%	·	-7%	-8%	-1%	-2
Cc1ccc(NC(=O)[C@H](Cc2ccccc2)NC(=O)[C@@H]2Cc3ccccc3CN2)c(C)c1	1%	43%	-8%	6%	-2%	16%	-4%	9%[11.4 µM]	-4
COc1cc(/C=C/C(=O)Nc2cc(C(F)(F)F)ccc2Cl)cc(OC)c1OC	0%	-7%	?	-1%	4%	-20%	-13%	-18%[11.4 µM]	0
CC(CCN1CCN(c2ccccn2)CC1)c1ccccc1 (stereo not given)	?	11%	0%	-15%	0%	-9%	-6%	38%	-22
CSc1cccc(N2CC(C(=O)NCCN3C(=O)S/C(=C\c4cccnc4)C3=O)CC2=O)c1 (stereo not given)	?	5%	·	-5%	·	-12%	-27%	-17%	0
COc1ccc(N(C(C)C(=O)N/N=C/c2cccnc2)S(C)(=O)=O)cc1 (stereo not given)	0%	?	1%	-4%	2%	-19%	-8%	24%	-16
Cc1ccc2oc(=O)c3cnn(CC(=O)N4CCN(c5cccc(Cl)c5)CC4)c3c2c1	-14%	·	-5%	0%	22%	-17%	-1%	-13%	1
Cc1nnc(SCC(=O)Nc2ccc(N3CCN(S(C)(=O)=O)CC3)cc2)o1	-2%	1%	-4%	2%	43%	-3%	1%	2%	-13
COc1cc(CN2CCC(C(N)=O)CC2)ccc1OCc1ccccc1	?	-7%	-14%	10%	42%	-6%	-3%	-26%	-7
Cc1cc(C)c(Nc2ncccc2C(=O)O)c(C)c1	-6%	15%	0%	8%	17%	-5%	-1%	5%	-6
COc1cc(C(CC(=O)Nc2cccc(C)n2)N2Cc3ccccc3C2=O)cc(OC)c1OC (stereo not given)	0%	-8%	5%	-5%	4%	-22%	0%	-19%	-3
Cn1c(=O)[nH]c(=O)c2c1nc1n2CCS1	-10%	0%	-3%	-9%	-23%	-13%	-5%	16%	-2
CCCCCC(=O)Nc1ccc(N2CCN(S(C)(=O)=O)CC2)cc1	2%	13%	6%	-12%	27%	-1%	-9%	10%	-6
CCC(C)NC(=O)c1ccc(CNS(=O)(=O)c2ccc3c(c2)C(C)(C)C(=O)N3C)cc1 (stereo not given)	16%&-5%	23%	-14%&3%	-16%&1%	48%&1%	-4%&-17%	1%&-14%	-8%&20%	-1&1
CCOc1ccc(N2C(=O)C3CC(C)=C(C)CC3C2=O)c([N+](=O)[O-])c1 (stereo not given)	-16%	-1%	?	0%	1%	-15%	-19%	-25%	5
Cc1cc(C)c(OCC(=O)NCC2COc3ccccc3O2)c(C)c1 (stereo not given)	-15%	-15%	·	-12%	·	-10%	-14%	-14%	-5
Cc1ccsc1CN(C)C(=O)CN1C(=O)NC2(CCCCC2C)C1=O (stereo not given)	2%	-4%	·	11%	·	-11%	-16%	8%	-2
COc1cc(/C=C/C(=O)c2ccc(C)c([N+](=O)[O-])c2)cc(OC)c1O	-24%	-1%	-21%	12%	0%	-9%	-6%	-8%	21
CCOc1ccc(CC2NCCc3cc(OCC)c(OCC)cc32)cc1OCC (stereo not given)	95%[activator]	4%	-7%	17%	25%	-7%	3%	-33%	2
COc1ccc(C(=O)Nc2nnc(SCc3cc(=O)c4cccc(F)c4[nH]3)s2)cc1	-12%	·	-13%	-4%	9%	-15%	-11%[60.1 µM]	33%	-5
NC(=O)[C@@H]1CCCN1Cc1nc(-c2ccccc2)no1	0%	12%	-6%	-1%	?	-8%	-14%	-4%	-3
CC1CCCN(c2ccc(N)cc2C(N)=O)C1 (stereo not given)	-4%	2%	-12%	2%	-1%	-5%	-10%	9%	-8
Cc1noc(C)c1CSc1ccc2ccccc2n1	14%	0%	?	-3%	-8%	-21%	-11%	25%	-3
CCC(C)(CCNC(=O)Cc1ccccc1)c1ccccc1OC (stereo not given)	0%	-11%	-4%	20%	43%	-10%	-5%	13%	-1
COc1cccc(-c2cc3nc4c(c(NCC(C)(C)CN(C)C)n3n2)CCCC4)c1	?	35%[activator]	-2%	-1%	-8%	?	-11%	2%	-5
CCc1cccc(C)c1Nc1c(-c2ccc(F)cc2)nc2sccn12	0%	·	0%	-4%	2%	-14%	-15%	-15%	-5
CCOc1ccc(C(=O)Nc2ccc(S(=O)(=O)N(Cc3ccccc3)c3ccccc3)cc2)cc1	-8%	·	13%	1%	-12%	9%	0%	12%	-1
COC(=O)/C(N=Nc1cccc(C(F)(F)F)c1)=C(\C)O	456%[activator]	-2%	?	-4%	-11%	-8%	0%	14%	0
COc1ccccc1/C=C/C1=NC(=C\C=C/c2ccccc2)/C(=O)O1	45µM*	1%	-12%	5%	20µM*	?	-14%[60.1 µM]	-6%	-9
CCn1c(C(=O)NC(C)c2ccc3c(c2)OCCO3)cc2sccc21 (stereo not given)	20%[57.4 µM]	-7%	2%	3%	8%	-13%	-8%	-16%	0
O=C(Nc1ccc2c(c1)OCCO2)Nc1ccc2c(c1)OCO2	-10%	25%	-2%	2%	32%[activator]	-20%	2%	-22%	1
Cc1cc(C)cc(NC(=O)CSc2nnc(NC(=O)C3CC3)s2)c1	-21%	9%	-4%	-1%	20%	-3%	-4%	25%	-10
CC1CN(Cc2nc3ccccc3c(=O)[nH]2)CC(C)O1 (stereo not given)	-5%	15%	-3%	6%	36%	-21%	2%	12%	0
